Compound activity as filed in PubChem BioAssay.
Phagocyt inh – inhibitors of macrophage phagocytosis, primary screen, imaging, J774A.1 cells, IgG beads; AID 1029, 2008; actives 0.07% (n = 110,000); inhibition, % at 5 µM; J774A.1 macrophage IgG-bead phagocytosis;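 active = inhibition above the mean of the plate negative controls plus 5 SD, cut at about 13% in these data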;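 note: phagocytic index as fraction of beads internalized from green versus red external bead signal; plate controls were DMSO negative control for no effect and cytochalasin-D positive control for full effect; some results beyond the cut were filed as inactive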
HCT116 bCat-KO – primary screen for growth suppressors in beta-catenin knockout HCT116 cells (colon tumor, human); viability, % at 10 µM; actives 1.5% (n = 140,000); AID 818, 2007; HCT116 beta-catenin knockout viability, CellTiter-Glo, 60 h; active compounds read low;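 active = viability at or under a set limit, the compound median less 4 SD, cut at about 6% in these data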;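 note: 0% = Hyamine 1622 control at 20 µM and 100% = untreated cell control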
MRP-1 activ – H69AR viability gain despite doxorubicin, primary screen, MRP-1 activator project, H69AR cells, CellTiter-Glo. viability rescue. viability increase, % at 10 µM. actives 0.61% (n = 140,000). AID 799, 2007;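 active = viability gain under doxorubicin at or above a set limit, the compound median plus 3 SD, cut at about 4.7% in these data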;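 note: MRP-1 overexpressing cells given doxorubicin 25 µM after compound pretreatment; 18-22 h compound pretreatment then 72 h with doxorubicin before readout; 0% = doxorubicin-only wells and 100% = vehicle-treated cells without doxorubicin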
Yeast life ext – compounds extending yeast replicative lifespan, primary screen, S. cerevisiae, OD615; inhibition of the nicotinamide effect, % at 10 µM; S. cerevisiae growth with nicotinamide; deaD strain in restrictive glucose medium; actives 0.68% (n = 130,000);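 active = inhibition above a set limit, placed 3 SD over the median of all compounds, cut at about 26% in these data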;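 note: 0% = nicotinamide-treated wells and 100% = cells grown without nicotinamide; some compounds called inactive have numbers as strong as hits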
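Assay system: engineered S. cerevisiae DeaD replicative-lifespan strain, galactose-grown log-phase cells; Buffer or medium: CSMM-D glucose medium, restrictive; Probe or stimulus: nicotinamide 1.5 mM; Compound: single dose 10 µM compound, 0.25% DMSO; Schedule: 4 h preincubation then 48 h treatment at 30 °C; Technique: OD615 measurement.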
PTEN del growth – growth suppression of PTEN-null HCT116, primary screen, cell-based, CellTiter-Glo. HCT116 PTEN-null viability, 60 h; active compounds read low. viability, % at 10 µM. actives 1.2% (n = 140,000). AID 827, 2007;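 active = viability at or below a set limit, 4 SD under the median of all tested compounds, cut at about 3.7% in these data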;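 note: PTEN knockout HCT116 line with beta catenin targeted HCT116 as companion control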
GALR2 blocker – GALR2 antagonists in receptor-expressing cells, primary screen | Galanin receptor type 2 (Homo sapiens), O43603 | inhibition, % at 4 µM | antagonist mode | actives 0.39% (n = 140,000); in the data active = inhibition above about 27%;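 note: cells stimulated with galanin 1-16 at roughly its EC80; 0% = agonist challenge control and 100% = basal control without agonist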
Target sequence (O43603 whole entry, looked up): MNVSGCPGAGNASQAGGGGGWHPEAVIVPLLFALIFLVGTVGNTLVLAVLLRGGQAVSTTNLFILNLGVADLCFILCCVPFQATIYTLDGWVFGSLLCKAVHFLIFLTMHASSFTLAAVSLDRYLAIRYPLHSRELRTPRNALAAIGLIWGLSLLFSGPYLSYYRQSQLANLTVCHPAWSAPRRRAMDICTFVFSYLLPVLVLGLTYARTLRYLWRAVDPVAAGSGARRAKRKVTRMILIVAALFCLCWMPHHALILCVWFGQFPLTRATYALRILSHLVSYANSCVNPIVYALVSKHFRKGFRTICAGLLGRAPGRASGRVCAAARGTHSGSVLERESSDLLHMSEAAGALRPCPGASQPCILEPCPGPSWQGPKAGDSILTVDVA
Measles CPE – compounds protecting cells from measles virus cytopathic effect, primary screen, measles RdRp inhibitor project, single point, MLSMR library, absorbance; Measles virus-infected cells, CPE protection; protection (pct of control), % at 4 µM; actives 1.5% (n = 140,000); in the data active = protection mostly above about 24%, no sharp cut-off; inactive = mostly below about 26%; note: some compounds called inactive have numbers as strong as hits
NPY Y2 blocker – NPY-Y2 receptor antagonists, primary screen, cell-based. inhibition, % at 2.7 µM. AID 793, 2007. Neuropeptide Y receptor type 2 (Homo sapiens), P49146. actives 0.99% (n = 140,000). NPY-Y2 expressing cells, antagonist mode; in the data active = inhibition above about 17%;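 note: 0% = vehicle with agonist challenge and 100% = reference antagonist with challenge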
Target sequence (P49146 whole entry, looked up): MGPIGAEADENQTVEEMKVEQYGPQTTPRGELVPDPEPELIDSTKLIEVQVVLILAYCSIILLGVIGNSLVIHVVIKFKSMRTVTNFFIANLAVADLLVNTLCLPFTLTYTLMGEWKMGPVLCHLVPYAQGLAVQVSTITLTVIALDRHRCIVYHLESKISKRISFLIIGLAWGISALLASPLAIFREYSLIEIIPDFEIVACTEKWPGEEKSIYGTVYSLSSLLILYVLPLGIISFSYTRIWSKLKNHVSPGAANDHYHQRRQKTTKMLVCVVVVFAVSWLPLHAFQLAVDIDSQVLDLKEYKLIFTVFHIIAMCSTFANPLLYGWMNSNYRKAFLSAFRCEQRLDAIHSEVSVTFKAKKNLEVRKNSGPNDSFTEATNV
E-sel TNF inh – E-selectin induction blockers in HUVEC – imaging, immunofluorescence, high content, primary screen; HUVEC TNFa-induced E-selectin immunofluorescence; actives 0.71% (n = 120,000); inhibition, % at 2 µM;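 active = inhibition above the batch mean plus 3 SD, and confirmed as a hit on visual image review, cut at about 43% in these data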;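 note: 0% = TNF-stimulated DMSO wells and 100% = unstimulated control wells; not every result past the cut was called active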
BB579 growth dn – growth inhibitors of yeast BB579 in restrictive medium, primary screen, yeast lifespan-shortening project, S. cerevisiae. actives 0.51% (n = 140,000). inhibition, % at 10 µM. OD615, 48 h;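 active = inhibition above a set limit, 3 SD over the mean compound inhibition, cut at about 44% in these data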; note: inactives centre near -24
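System: DeaD yeast strain BB579; buffer or medium: CSMM-D dextrose restrictive medium; technique: OD at 615 nm; schedule: 4 h cell preincubation, 48 h compound exposure, 30 °C humidified; doses: single 10 µM dose; controls: amphotericin B 10 µg/mL, positive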
* hit, by the source's call; x = not tested or not shown; & = joins results of further samples.

SMILES	Phagocyt inh	HCT116 bCat-KO	MRP-1 activ	Yeast life ext	PTEN del growth	GALR2 blocker	Measles CPE	NPY Y2 blocker	E-sel TNF inh	BB579 growth dn
O=C(Cn1cnc2c(nnn2-c2ccccc2)c1=O)NCC1CCCO1 (centres undefined)	-1	90	-1.4	-3	95	7	7	1	-8	-6
COc1ccc(C2CC(c3ccccc3)Nc3nc(NC(=O)c4cccs4)nn32)cc1 (centres undefined)	0	61	-1.1	-14	69	-13	3	1	-2	-50
Cc1ccc(S(=O)(=O)NC(=O)NN2CCCCCC2)cc1	x	101	0.2	5	100	12	2	-1	x	-26
CCCCC1NC(=S)N(C2CCCCC2)C1=O (centres undefined)	-3	89	-0.9	2	89	1	4	2	-19	-29
CC(=O)c1cc2c(cc1NC(=O)c1ccc(C)cc1)OCO2	-3	82	-3.4	-1	89	1	21	5	x	-34
CCc1nc2c(c(=O)[nH]1)C1(CCCC1)Cc1ccccc1-2	x	94	1.4	-13	109	-8	10	-2	x	8
O=C(Nc1nc(-c2ccccn2)cs1)C1CC(=O)N(c2ccc3c(c2)OCCO3)C1 (centres undefined)	x	25	-2.5	6	20	20	13	0	x	-39
CCOc1ccc(NC(=S)N/N=C(\C)Cc2ccc(OC)cc2)cc1	0	92	-0.1	-6	90	-2	6	2	x	-46
Cc1nc2c(C)cccc2cc1C(=O)N/N=C/c1ccc(N(C)C)cc1	-2	31	-4.5	-18	33	-2	20	9	-2	-7
O=C(N/N=C/C1CC=CCC1)c1cc2ccccc2cc1O (centres undefined)	-1	64	-1.6	-5	51	17	10	1	x	-2
CSCCC(C(=O)NC1=NCCS1)N1C(=O)c2ccccc2C1=O (centres undefined)	0	92	-2.6	-4	100	5	7	1	-7	-23
COc1ccc(CN2CN(C(C)C)CSC2=S)cc1	-1	5.8*	-5.1	24	14	5	6	3	-22	69*
CN1CC=C2C(C#N)=C(N)C(C#N)(C#N)[C@H](c3cccc(Cl)c3)C2C1 (some centres undefined)	1	85	-2.6	-9	87	-13	15	-1	8	-17
CNc1nc(Sc2ccc(C)cc2)cc(C(F)(F)F)n1	x	77	-3.7	-23	74	-3	9	2	28	-6
Cc1ccc(/C=N/NC(=O)CSc2nc3ccccc3s2)o1	x	97	-1.1	-7	101	1	9	4	-9	25
COc1ccc(-c2noc(-c3ccccc3C(=O)Nc3cccc(OC)c3)n2)cc1	-1	63	-1.3	5	58	0	6	24*	2	-17
COc1ccc(C2CC(=O)c3c([nH]c(C(=O)OC(C)C)c3C)C2)cc1OC (centres undefined)	1	70	-1.0	-1	80	0	13	2	5	-11
CCOc1cc2[nH]c(=O)n(CCC(=O)N3CCN(c4ccccc4OC)CC3)c(=O)c2cc1OCC	-1	94	-2.5	-8	85	2	9	-2	-14	6
COC(=O)c1ccc(-n2c(C)cc(C(=O)COC(=O)CC3Sc4ccccc4NC3=O)c2C)cc1 (centres undefined)	1	89	-2.2	-2	81	1	5	7	-40	-28
CCN(CC)S(=O)(=O)c1cccc(C(=O)N[C@H](C(=O)NCc2ccc(Cl)cc2)C(C)C)c1	-1	78	1.9	-11	80	-1	3	-3	12	-33
CCN(CCCNC(=O)CN(C)S(=O)(=O)c1ccc2c(c1)CCC(=O)N2)c1cccc(C)c1	0	75	-3.7	-9	63	5	5	0	x	-20
c1ccc(CCn2nnnc2CN2CCc3ccccc32)cc1	0	96	-3.7	-1	83	3	6	7	-21	-35
CC1(C)Oc2ccc(C(=O)NC3CCCC3)cc2N(CC(=O)NC2CCCC2)C1=O	0	97	-2.2	-9	104	-13	16	3	-3	-1
CCOc1ccccc1N(C(=O)c1ccco1)C(C(=O)NC1CCCC1)c1cccnc1 (centres undefined)	x	68	-1.4	-4	74	14	11	0	-7	-54
CCCCSC(=S)NC1CCS(=O)(=O)C1 (centres undefined)	-4	76	-3.8	8	70	12	7	1	x	-37
COc1ccc(OC)c(S(=O)(=O)n2nnc3ccccc32)c1	0	93	-0.3	-8	94	-2	16	1	-19	-18
CCN(CC)CC(=O)c1ccc(-c2ccccc2)cc1	2	92	-2.2	-29	99	-12	27	6	8	-11
CCOc1ccc(C(CC(=O)O)NC(=O)c2ccco2)cc1 (centres undefined)	x	93	-2.6	x	90	-2	4	5	6	-29
CCN(CC(=O)NCc1cccs1)c1ccc(S(=O)(=O)N2CCOCC2)cn1	0	90	-0.2	-13	89	7	13	5	-19	-63
CCCCN(Cc1cc2cc(OC)ccc2[nH]c1=O)C(=O)c1ccccn1	0	100	-3.2	-5	105	-8	22	0	-17	4
CCc1[nH]c(=O)c(C#N)c2c1COC(C)(C)C2	1	101	-0.5	0	101	0	4	4	12	-13
CNC(=S)N/N=C/c1cc(Br)cc(Br)c1O	-3	46	2.9	6	52	3	15	6	x	-41
Cn1cc(S(=O)(=O)N2CCN(c3ccc(F)cc3)CC2)c(=O)n(C)c1=O	0	100	1.5	-7	96	-12	13	0	5	3
COc1cccc(OCC(=O)NC2CCCCC2)c1	x	92	0.1	-11	103	6	21	3	-6	-16
Cc1cc(C(=O)CN2C(=O)NC3(CCCc4ccccc43)C2=O)c(C)n1C (centres undefined)	1	100	-0.8	13	100&95	-9	5	2	-3	-33
COc1ccc(S(=O)(=O)N(n2c(C)nnc2-n2nc(C)cc2C)S(=O)(=O)c2ccc(OC)cc2)cc1	x	102	-0.8	x	101	1	1	2	14	-27
CCCn1c(SC(C(=O)Nc2cc(C)ccc2OC)c2ccccc2)nc2ccccc2c1=O (centres undefined)	-9	81	-3.2	-3	74	2	13	4	x	-20
CCc1c(C)c(C#N)c2nc3ccccc3n2c1N1CCN(c2cc(C)ccn2)CC1	x	86	-4.0	-19	82	-8	8	5	-13	-46
CCOC(=O)C1=C2N(C)c3ccccc3N2CCC1=O	-3	96	-0.4	-8	108	-2	9	3	x	-31
CC(C)C[C@H](NC(=O)OC(C)(C)C)C(=O)N/N=C/c1ccc2nccnc2c1	0	89	-3.7	-5	85	-16	16	1	38	-18
CC(C)Cn1c(SCc2nnc(-c3cccs3)o2)nc(O)cc1=O	-1	88	-1.3	-1	98	12	18	2	-33	-25
O=C(CSc1nc2nc(-c3cccs3)cc(C(F)(F)F)c2c(=O)[nH]1)NCc1ccco1	x	84	-3.0	-19	80	1	5	2	7	-35
Cc1ccc(NC(=O)/C=C/c2ccco2)nc1	x	12	-2.5	-5	13	34*	11	4	x	-46
Cc1cc(C(C)(C)C)nc2[nH]n(-c3ccccc3)c(=O)c12	-2	92	-0.5	-4	94	-9	19	1	19	-37
COc1ccc(CCNC(=O)c2ccc(Cl)cc2)cc1	0	94	0.8	-10	90	-4	2	3	-30	-34
CC(C)(C)c1ccccc1N=Cc1ccc2ccccc2n1	x	89	-4.0	-1	90	20	13	2	-1	7
CCOc1ccc(C(=O)OCC(=O)Nc2ccc(SC(F)F)cc2)cc1OCC	-5	89	-3.0	8	98	5	8	12	21	-56
COc1c(S(=O)(=O)N2CCCC2)ccc(Cl)c1Cl	0	94	-1.1	0	105	4	5	0	8	-21
O=C(CCCCn1c(=O)[nH]c2ccccc2c1=O)NCCC1=CCCCC1	2	80	-0.7	-11	94	-7	7	-4	-9	-26
Cc1cccc(OCc2nnc(SCC(=O)N3CCN(c4ccccc4)CC3)o2)c1C	x	84	-2.7	x	95	-3	28	-1	-26	-23

(list continues)
SMILES	Phagocyt inh	HCT116 bCat-KO	MRP-1 activ	Yeast life ext	PTEN del growth	GALR2 blocker	Measles CPE	NPY Y2 blocker	E-sel TNF inh	BB579 growth dn
Cc1ccc2nsnc2c1S(=O)(=O)N1CCCC1	-1	92	-1.6	3	104	6	11	1	-2	-34
CCOc1ccc(NC(=S)NN(C)C(=S)Nc2ccc(OCC)cc2)cc1	-2	94	1.2	-1	101	3	2	1	-2	-62
CCCC[C@@H]1C[C@H]1[C@@H](NC(=O)c1ccccc1)c1ccccc1C(F)(F)F	x	92	-2.6	2	80	-1	3	9	x	-37
Cc1c(C(=O)NCCCN2CCCC2=O)oc2ccc(S(=O)(=O)N3CCOCC3)cc12	-2	94	-2.0	-7	95	-6	30	0	-14	-16
Cc1noc(C)c1C(=O)Nc1nc(-c2ccccc2Cl)cs1	x	81	-1.3	-4	82	-8	21	2	-3	-62
COc1ccc(OC)c(C2C(C(C)=O)=C(O)C(=O)N2CCC(=O)O)c1 (centres undefined)	-2	105	0.7	-15	98	5	9	0	x	11
Cc1cc(C(=O)OCC(=O)Nc2ccc(F)cc2)c(C)o1	-3	110	3.0	-19	108	0	13	2	5	-15
O=C1c2ccccc2CC1(Cc1ccccc1)Cc1ccccc1	x	72	-3.8	x	63	-2	3	9	-21	-24
CC(C)(C)N1C(=O)c2ccc(C(=O)O)cc2C1=O	x	85	-2.9	-11	85	0	4	2	x	-25
O=C(COc1ccc2c(c1)CCC2)N1CCc2ccccc21	0	77	0.2	-8	78	7	6	9	28	-37
COCCNC(=O)CNC(=O)c1nn(-c2ccc(OC)c(Cl)c2)c(=O)c2ccccc12	x	115	0.3	-9	99	-1	8	2	21	-10
COc1cccc(C(=O)O/N=C(\N)Cc2ccc(Cl)cc2)c1	-6	82	-3.2	-13	96	8	5	2	-3	100*
O=C(C1CCCN(S(=O)(=O)c2cccs2)C1)N1CCC(N2CCCCC2)CC1 (centres undefined)	0	78	-1.6	-8	87	7	5	1	9	15
CC(=O)N(c1ccccc1)C1CCCC1	x	103	0.1	5	96	16	34	2	x	-33
COc1cc(OC)c(C(=O)NNC(=S)NC2CCCCC2)cc1OC	-4	98	0.3	-2	96	-5	6	2	28	-43
CCOc1cc(C(=O)Nc2ccc(C)cc2C)ccc1OCC(=O)N1CCCCC1	-4	97	-1.0	-3	94	-5	11	-1	1	-3
Cc1cccc(N2C(=O)CC(Sc3nnc(C)s3)C2=O)c1 (centres undefined)	x	94	-1.4	x	99	-4	8	-1	-21	-22
CCCNC(=S)NC1CCCC1	0	106	-0.8	0	98	-1	9	-1	5	-29
CN(Cc1ccccc1)C(=O)COc1ccc(-c2nnco2)cc1	-1	96	0.3	6	100	12	26	1	-3	-26
O=S(=O)(c1cccc(-n2cnnn2)c1)N1CCOCC1	0	100	-0.2	-6	104	-8	8	1	x	-33
Cc1ccc(S(=O)(=O)c2c(N)n(-c3ccccc3)c3nc4ccccc4nc23)cc1	-4	79	-2.1	-4	72	5	6	0	x	-19
